M4 ag – human M4 muscarinic receptor agonists, primary screen, CHO-K1 cells, Fluo-8 calcium fluorescence | CHO-K1 hM4/Gqi5; vehicle 0%, full acetylcholine response 100% | activation, % at 3 µM | hit rate 0.14% among 360,000 | AID 624127, 2012;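 active means activation above the run mean over all test wells plus 3 SD, cut at about 32% in these data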;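 further: peak over basal fluorescence ratio per well then scaled between controls; 0% = DMSO wells and 100% = acetylcholine at EC100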
Target sequence (P08173 whole entry, looked up): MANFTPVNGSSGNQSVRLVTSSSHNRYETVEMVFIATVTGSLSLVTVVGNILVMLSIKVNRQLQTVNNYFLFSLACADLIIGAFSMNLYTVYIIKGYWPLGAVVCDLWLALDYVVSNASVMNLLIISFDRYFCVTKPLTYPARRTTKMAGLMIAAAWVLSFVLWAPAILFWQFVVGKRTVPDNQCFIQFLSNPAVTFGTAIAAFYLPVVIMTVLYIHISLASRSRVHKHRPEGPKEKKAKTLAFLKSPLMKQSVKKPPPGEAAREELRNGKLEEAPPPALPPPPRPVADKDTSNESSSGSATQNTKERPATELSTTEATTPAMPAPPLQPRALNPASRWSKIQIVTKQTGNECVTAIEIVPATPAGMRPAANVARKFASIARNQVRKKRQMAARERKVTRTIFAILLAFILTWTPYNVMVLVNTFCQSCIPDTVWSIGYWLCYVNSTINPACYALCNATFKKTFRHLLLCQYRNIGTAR
CHRM5 agonist – human M5 muscarinic receptor agonists, primary screen, CHO-K1 cells, Fluo-8 calcium fluorescence | activation, % at 3 µM | AID 624037, 2012 | Muscarinic acetylcholine receptor M5 (Homo sapiens), P08912 | hit rate 0.19% among 360,000 | CHO-K1 hM5 cells; 0% DMSO wells, 100% maximal acetylcholine response;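 active means activation above the run's mean over test compounds plus 3 SD, cut at about 23% in these data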;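 further: signal is peak over basal fluorescence ratio across the kinetic read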
CHRM5 antagonist – human M5 muscarinic receptor antagonists, primary screen, CHO cells, Fluo-8 calcium fluorescence. Muscarinic acetylcholine receptor M5 (Homo sapiens), P08912. CHO-hM5 cells, ACh EC80. inhibition, % at 3 µM. hit rate 0.59% among 360,000. AID 624040, 2012;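 active means inhibition above a per-plate cutoff, the mean of that plate's test compounds plus 3 SD, cut at about 27% in these data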;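 further: 0% = acetylcholine EC80 with DMSO and 100% = DMSO without agonist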
M4 antag – human M4 muscarinic receptor antagonists, primary screen, CHO cells, Fluo-8 calcium fluorescence; inhibition, % at 3 µM; hit rate 0.73% among 360,000; CHO-hM4 cells, ACh EC80;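 active means inhibition above its plate's cutoff, the mean inhibition of sample wells plus 3 SD, cut at about 27% in these data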;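 further: 0% = acetylcholine EC80 with DMSO and 100% = DMSO without agonist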
CRFBP-R2 agonist – agonists of CRF-BP/CRF-R2 complex, primary screen, cell-based, HEK293, calcium dye fluorescence, uHTS; CRF-binding protein / CRF receptor 2 complex (human); calcium dye fluorescence (FLIPR); percent of saturating CRF peptide response; activation, % at 13.2 µM; hit rate 0.46% among 350,000; AID 588473, 2011;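 active means activation of at least 50%, plus an integration ratio under a set limit after plate pattern correction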;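 further: plate controls were neutral control wells without compound for no effect and CRF at EC100 for full effect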
CRFR2-BP antag – antagonists of CRF-BP/CRF-R2 complex, primary screen, cell-based, HEK293, calcium dye fluorescence, uHTS; hit rate 0.59% among 350,000; CRF-induced calcium fluorescence; AID 588475, 2011; inhibition, % at 11.8 µM;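 active means inhibition of the ligand-induced calcium signal above about 50% at the single tested concentration, limit read from the data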
M4 PAM – human M4 muscarinic receptor positive allosteric modulators, primary screen, CHO-K1 cells, Fluo-8 calcium fluorescence; CHO-K1 hM4/Gqi5, ACh EC20; 0% = ACh EC20, 100% = maximal ACh; activation, % at 3 µM; hit rate 0.4% among 360,000;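 active means activation above its plate's cutoff, the mean activation of sample wells plus 3 SD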; further: some results filed as inactive read as strong as hits
M1 PAM – human M1 muscarinic receptor positive allosteric modulators, primary screen, CHO-K1 cells, Fluo-8 calcium fluorescence, 1536-well. hit rate 0.088% among 360,000. AID 588819, 2011. activation, % at 3 µM. Muscarinic acetylcholine receptor M1 (Homo sapiens), P11229. CHO-K1 hM1, ACh EC20; 0% = ACh EC20, 100% = maximal ACh; in the data active means activation above about 19%, passing the limit was not always enough
Target sequence (P11229 whole entry, looked up): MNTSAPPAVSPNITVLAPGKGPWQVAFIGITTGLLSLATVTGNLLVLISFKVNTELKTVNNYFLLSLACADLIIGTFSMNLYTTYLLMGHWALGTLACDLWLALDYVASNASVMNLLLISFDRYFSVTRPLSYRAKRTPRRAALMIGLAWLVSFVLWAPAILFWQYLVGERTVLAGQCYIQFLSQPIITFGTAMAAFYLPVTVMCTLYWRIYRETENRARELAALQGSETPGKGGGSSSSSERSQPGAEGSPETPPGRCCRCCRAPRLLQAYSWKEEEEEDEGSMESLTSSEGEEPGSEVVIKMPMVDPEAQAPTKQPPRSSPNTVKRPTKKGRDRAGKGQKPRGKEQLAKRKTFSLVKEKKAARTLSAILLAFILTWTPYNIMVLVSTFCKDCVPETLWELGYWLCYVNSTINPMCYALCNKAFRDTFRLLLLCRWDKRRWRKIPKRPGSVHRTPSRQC
CHRM5 PAM – human M5 muscarinic receptor positive allosteric modulators, primary screen, CHO-K1 cells, Fluo-8 calcium fluorescence; hit rate 0.3% among 360,000; Muscarinic acetylcholine receptor M5 (Homo sapiens), P08912; activation, % at 3 µM; CHO-K1 hM5, ACh EC20 PAM; 0% = ACh EC20, 100% = ACh EC100;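 active means activation above the run cutoff, the mean activation of all test compounds plus 3 SD, cut at about 18% in these data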
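system = human M5 receptor in CHO-K1 cells | compound = one concentration, 3 µM final (nominal) | schedule = Post-acetylcholine fluorescence recording 140 s | signal = Fluo-8 calcium dye fluorescence, kinetic read | benchmarks = low control EC20 acetylcholine (0%), high control EC100 acetylcholine (100%) | repeats = singlicate, one well per test compound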
* = called active by the depositor; . = not tested or not shown.

The line under a structure holds: M4 ag, CHRM5 agonist, CHRM5 antagonist, M4 antag, CRFBP-R2 agonist, CRFR2-BP antag, M4 PAM, M1 PAM, CHRM5 PAM
- COc1ccccc1-c1nnc(SCC(=O)NCc2c(C)c(Cl)cc(C(C)C)c2O)o1
 : 2, 1, 2, -3, 1.4, -41, 7, 2, 5
- COc1ccc(CN(C)C[C@H]2OCCCC[C@@H](C)Oc3ccc(NS(C)(=O)=O)cc3C(=O)N([C@H](C)CO)C[C@@H]2C)cc1
 : 1, -1, 10, -5, -1.2, 1, 2, 2, 0
- COc1cccc(-n2nnnc2SCC(=O)Nc2ccc3c(c2)OCCO3)c1
 : 1, -5, 5, 0, -0.8, 10, -4, -4, 1
- CC(C)(C)CC(=O)Nc1ccccc1N1CCN(c2ccccc2)CC1
 : -2, -2, 4, -9, 0.3, -29, 3, 1, -4
- CCCCc1nnc(NC(=O)CC(=O)Nc2ccccc2C(=O)O)s1
 : -1, -1, -2, 6, -1.2, 1, 9, 9, -1
- Cc1n[nH]c(=O)c2c(NC(=O)COC(=O)c3cc(F)cc(F)c3)oc(C)c12
 : 2, 3, 8, 2, 4.5, 3, 14, 16, -1
- Cc1cc(NC(=O)CCC(=O)N(c2ccc(F)cc2)C(C(=O)NC2CCCC2)c2ccc(C)o2)no1 (configuration not stated)
 : 1, -1, 6, 1, -0.9, 4, -3, 10, 1
- O=C1CCC(=O)N1CNc1cccnc1
 : 1, -9, -5, 5, -1.6, -1, 2, 5, 2
- Cc1cc(C)n(CC(=O)NNC(=O)COc2ccc(F)cc2Br)n1
 : 0, 4, 15, -9, -2.1, 4, 5, 5, 0
- Cn1c(=O)c2cc3c(nc2n(C)c1=O)CC(c1ccccc1)CC3=O (configuration not stated)
 : 0, 0, 4, 4, -4.6, 67*, 8, 16, 1
- O=C(Nc1cccc(C(F)(F)F)c1)C1CC(=O)N(Cc2ccco2)C1 (configuration not stated)
 : 1, 1, 6, -6, -1.9, -2, 0, 5, -2
- CC1(c2nc3ccccc3[nH]2)CCC2=Nc3ccccc3CN21 (configuration not stated)
 : 1, -6, 4, -10, ., ., 5, ., -8
- O=C(O)CCN1c2cccc3cccc(c23)S1(=O)=O
 : 0, 1, 0, 4, -0.4, -10, 0, 7, 6
- Cc1nc(C)c(-c2ccc(SCC(=O)Nc3ccc(F)cc3F)nn2)s1
 : 6, 1, -2, 7, 0.9, 2, 4, -6, 5
- Brc1ccc2nc(-c3ccco3)c(Cc3ccccc3)n2c1
 : -1, -3, 10, -9, ., ., -4, 3, 1
- O=C(/C=C/c1ccc2c(c1)OCO2)NCc1ccncc1
 : 9, 3, 10, 9, -0.5, -1, -4, 3, 0
- Cn1c(SCC(=O)Nc2cc(Cl)cc(Cl)c2)nnc1-c1ccc2nonc2c1
 : 0, 1, 1, 6, -0.9, 25, -6, -4, 4
- CCOC(=O)c1cc2c(c(-c3ccccc3)n1)[C@H](CCO)N(S(=O)(=O)C(C)(C)C)C2
 : 1, 0, 9, -2, -4.3, 9, -1, 11, -2
- NC(=O)CSc1n[nH]c(-c2ccco2)n1
 : 1, 0, 7, 6, -1.6, -5, 3, 6, 2
- O=C(Nc1nnc(S(=O)(=O)N2CCCC2)s1)c1ccccc1F
 : 1, 2, 2, -2, 1.4, 12, -3, 6, -7
- O=C(COC(=O)c1ccc([N+](=O)[O-])o1)NC1CCCCC1
 : 0, 5, 11, 5, 4.2, -16, 2, 7, -7
- COc1ccccc1CNC(=O)C1CCCN(S(=O)(=O)c2ccc3c(c2)CC(C)N3C(C)=O)C1 (configuration not stated)
 : 6, -2, -4, -7, -1.1, 6, 0, 14, 4
- Nc1n[nH]c(=S)n1-c1ccc(Cl)cc1
 : 2, 0, 6, -6, 0.2, 8, 0, 7, -2
- O=C1NC(=S)S/C1=C\c1cc(Cl)ccc1Cl
 : 13, 8, 3, -10, 30, 70*, 3, -6, -13
- C[C@H]1CN([C@@H](C)CO)C(=O)c2cc(Br)cnc2O[C@@H]1CN(C)C(=O)NC1CCCCC1
 : 0, 0, -13, 0, -1.0, 3, 0, 2, 3
- NS(=O)(=O)c1ccc(CCNS(=O)(=O)c2ccc3c(c2)NC(=O)CO3)cc1
 : 1, -2, -8, -3, -0.2, -1, 5, 5, 11
- Cc1nnc(SCCn2c(N3CCN(Cc4ccccc4)CC3)nc3c2c(=O)[nH]c(=O)n3C)s1
 : 2, 1, -4, 4, 0.5, 6, -4, 4, 1
- COc1ccc(S(=O)(=O)N2CCOCC2)cc1NC(=O)c1cc(=O)[nH]c2ccccc12
 : 1, 1, 7, -6, -0.3, -8, 11, 5, -2
- CCCC1OC23CCCCC2C(C#N)(C#N)C1(C#N)C(=N)O3 (configuration not stated)
 : 0, -1, 5, 0, 17, -11, -8, 5, -3
- CN1CCN(C(CNS(=O)(=O)c2cccs2)c2cccnc2)CC1 (configuration not stated)
 : 0, 0, 3, -10, 5.6, -14, 5, 3, -4

The last 7 compounds of the part above are carried over, then new ones follow:
The line under a structure holds: M4 ag, CHRM5 agonist, CHRM5 antagonist, M4 antag, CRFBP-R2 agonist, CRFR2-BP antag, M4 PAM, M1 PAM, CHRM5 PAM
- O=C1NC(=S)S/C1=C\c1cc(Cl)ccc1Cl
 : 13, 8, 3, -10, 30, 70*, 3, -6, -13
- C[C@H]1CN([C@@H](C)CO)C(=O)c2cc(Br)cnc2O[C@@H]1CN(C)C(=O)NC1CCCCC1
 : 0, 0, -13, 0, -1.0, 3, 0, 2, 3
- NS(=O)(=O)c1ccc(CCNS(=O)(=O)c2ccc3c(c2)NC(=O)CO3)cc1
 : 1, -2, -8, -3, -0.2, -1, 5, 5, 11
- Cc1nnc(SCCn2c(N3CCN(Cc4ccccc4)CC3)nc3c2c(=O)[nH]c(=O)n3C)s1
 : 2, 1, -4, 4, 0.5, 6, -4, 4, 1
- COc1ccc(S(=O)(=O)N2CCOCC2)cc1NC(=O)c1cc(=O)[nH]c2ccccc12
 : 1, 1, 7, -6, -0.3, -8, 11, 5, -2
- CCCC1OC23CCCCC2C(C#N)(C#N)C1(C#N)C(=N)O3 (configuration not stated)
 : 0, -1, 5, 0, 17, -11, -8, 5, -3
- CN1CCN(C(CNS(=O)(=O)c2cccs2)c2cccnc2)CC1 (configuration not stated)
 : 0, 0, 3, -10, 5.6, -14, 5, 3, -4
- CCCCn1[nH]c(-c2ccccc2)cc1=O
 : 4, -1, 2, -1, -1.6, 3, 3, 12, -2
- CC(=O)Nc1ccc(NC(=O)COC(=O)c2c(C)nn(-c3ccccc3)c2C)cc1
 : 1, 0, -1, 3, -0.7, 5, -6, 7, -2
- CCN(Cc1ccccc1)S(=O)(=O)c1ccc(C(=O)Nc2nnc(-c3ccccc3OC)o2)cc1
 : -1, -4, 0, 0, 1.4, 3, 4, 3, -14
- Cc1cc(C)c(S(=O)(=O)NCc2ccc3c(c2)OCO3)cc1C
 : 1, -5, 2, -1, -0.3, -5, -3, 7, 3
- CCc1nc2sc(C(=O)O)c(N)c2c2c1CCCC2
 : -1, 3, 1, -5, 0.7, -6, 3, 3, 1
- CCOc1ccc(NC(=O)CCn2c(=O)[nH]c3ccsc3c2=O)cc1
 : 2, -5, -2, -1, -0.6, 9, 2, 3, -9
- CC(C)(C)c1ccccc1N=Cc1ccc2ccccc2n1
 : 1, 1, 9, 2, 2.6, -28, 11, 3, -6
- O=C(NCc1ccc(Cl)cc1)C1CCN(S(=O)(=O)c2ccc(N3CCCC3=O)cc2)CC1
 : 8, 0, -8, 18, 0.3, 11, -8, -15, -5
- CCOc1ccccc1N1C(=O)CC(Sc2ccccc2N)C1=O (configuration not stated)
 : 13, 2, 18, -8, -1.8, 5, -2, -3, -6
- Cc1cc(C)c(NC(=O)COC(=O)C2CCCCC2)c(C)c1
 : 0, 1, -1, -1, -0.9, -16, 0, 5, 4
- NC(=O)c1ccccc1NC(=O)CN1CCCCCC1
 : 1, -2, -19, 0, -0.6, 17, 3, 10, 10
- CC1SCCN1S(=O)(=O)c1ccc2ccccc2c1 (configuration not stated)
 : -1, -10, -6, -14, -0.6, -6, 11, 2, -9
- COc1ccc(-n2nc(C(N)=O)nc2-c2ccccc2)cc1
 : 0, 1, 3, -1, -1.6, 4, -2, 1, -6
- Cc1c(Cl)cccc1Nc1ccccc1C(=O)O
 : -1, 0, -4, -2, -1.1, 24, 3, 5, -5
- Cc1ccccc1NC(=O)CC1(c2ccc(N(C)C)cc2)C(=O)c2ccccc2C1=O
 : -1, -6, -3, -5, 2.3, 2, -5, 5, -12
- Clc1ccc(N2CCN(Cc3ccc(Br)o3)CC2)cc1
 : -1, -3, 10, -8, 0.0, 0, -7, 6, -3
- O=C(Nc1ccc2oc(-c3cccnc3)nc2c1)c1cc2ccccc2o1
 : 1, 3, 6, -6, -0.9, 11, -1, 0, -1
- CCOC(=O)C(=O)N/N=C/c1ccco1
 : 12, 3, 12, 9, 2.4, 1, -10, -4, -9
- COc1ccccc1-c1csc(C(NC(C)=O)c2ccc(F)c(F)c2)n1 (configuration not stated)
 : 0, -1, 3, 1, ., ., 3, 6, 1
- FC(F)(F)c1ccccc1NC(=S)N1CCc2ccccc2C1
 : 1, -1, -8, 1, -1.8, 9, 0, 6, 10
- COc1ccc(NC(=O)CN2CCN(C3c4ccccc4-c4ccccc43)CC2)c(OC)c1
 : 0, 2, 4, 0, 0.8, -3, -8, 2, 1
- COc1ccc(CCC(=O)N2CCN(S(=O)(=O)c3cccc(Cl)c3)CC2)cc1
 : 3, 0, -6, -5, -1.4, 3, 3, 9, 3
- N#Cc1ccc(NC(=S)NC(=O)C2CCCCC2)cc1
 : 2, -9, 13, 7, -2.5, -20, -5, -10, -13
- O=C1Nc2ccccc2C1C(C[N+](=O)[O-])c1ccccn1 (configuration not stated)
 : 1, -3, 6, -2, -1.2, 1, -1, 7, 3
- CCOc1ccc(NS(=O)(=O)c2cc(C(=O)N(CC)CC(=O)NCc3cccs3)ccc2C)cc1
 : 2, -3, -1, -1, 41, -28, -1, 2, -3
- Cc1ccc(N(C)S(=O)(=O)c2cccc(C(=O)Nc3nc4ccccc4[nH]3)c2)cc1
 : 8, 0, 12, 7, 0.2, 4, -11, -14, -16
- C=CCOc1ccccc1/C=N/NC(=O)c1ccc(Cl)cc1Cl
 : 0, -2, -1, 7, -0.5, -37, -7, 3, -4
- COc1ccc(NS(=O)(=O)c2cc(NC(=O)c3cnc(C)cn3)ccc2N2CCCCC2)cc1
 : 1, -5, -2, -3, 1.0, 0, -1, -4, -1
- CC(C)(C)C(=O)N(Cc1ccccc1)c1ccccn1
 : 14, 0, 14, 4, 2.5, 14, -8, 2, -14

Looked up above.
In CRFBP-R2 agonist, COc1ccc(NC(=O)CN2CCN(C3c4ccccc4-c4ccccc43)CC2)c(OC)c1 is listed with 0.8
In CHRM5 agonist, CCc1nc2sc(C(=O)O)c(N)c2c2c1CCCC2 is listed with 3
